# GSH bead fluor: compound fluorescence on glutathione beads, profiling panel, artefact control, biophysical, 488/530 nm, flow cytometry. GSH beads flow cytometry, compound fluorescence 488/530 nm; hits give high values. 190,000 tested, 0.25% active. AID 1776, 2009. fluorescence (KMESF) at 10 µM; in the data active = fluorescence above about 89;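 note: glutathione beads carrying GST-tagged Bcl family fusion proteins plus one bare bead set; values are compound well signal with DMSO vehicle wells as background; inactives centre near 16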
# ABCB1 inh: ABCB1 efflux pump inhibitors, primary screen, cell-based, multiplex, flow cytometry, ABCG2 counter-screen. 190,000 tested, 0.067% active. ATP-dependent translocase ABCB1 (Homo sapiens), P08183. CCRF-Adr cells, JC-1 efflux. inhibition, % at 6.6 µM; in the data active = inhibition above about 40%;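 note: 0% = vehicle and 100% = reference inhibitor; higher value means more JC-1 retained so stronger ABCB1 efflux block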
# RGS4-Gao reg: modulators of RGS4 binding to Galphao, primary screen, biochemical, multiplexed bead flow cytometry; actives lie on both sides; 220,000 tested, 0.33% active; binding response (% of control), % at 10 µM; Guanine nucleotide-binding protein G(o) subunit alpha (Homo sapiens), P09471; in the data active = binding response below about 49% or above about 150%; inactive = in between;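 note: fluorescent Galphao activated with aluminum fluoride binding bead-coupled RGS4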
# Target sequence (P09471 whole entry, looked up): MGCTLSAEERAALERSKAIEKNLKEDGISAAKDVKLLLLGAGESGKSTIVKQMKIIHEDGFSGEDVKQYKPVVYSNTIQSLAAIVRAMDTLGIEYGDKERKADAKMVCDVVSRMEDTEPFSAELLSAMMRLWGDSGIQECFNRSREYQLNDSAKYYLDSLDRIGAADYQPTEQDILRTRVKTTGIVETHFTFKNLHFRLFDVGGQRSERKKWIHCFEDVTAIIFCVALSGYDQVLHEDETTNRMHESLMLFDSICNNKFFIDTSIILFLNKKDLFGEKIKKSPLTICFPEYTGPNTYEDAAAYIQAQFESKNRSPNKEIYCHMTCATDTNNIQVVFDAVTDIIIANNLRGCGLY
# Bim-Bcl-B: inhibitors of Bim-Bcl-B binding, primary screen, biochemical, multiplexed, human Bcl-2 family; Bcl-2-like protein 10 (Homo sapiens), Q9HD36; bead-based flow cytometry, Bim peptide-Bcl-B binding; inhibition, % at 10 µM; 190,000 tested, 0.073% active; AID 951, 2007;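 note: 0% = tracer peptide without compound and 100% = reference inhibitor peptide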
# RGS7-Gao reg: RGS7-Galphao binding modulators, primary screen, biochemical, multiplexed bead flow cytometry | Guanine nucleotide-binding protein G(o) subunit alpha (Homo sapiens), P09471 | AID 1439, 2008 | 220,000 tested, 0.35% active | binding response (% of control), % at 10 µM | actives lie on both sides; in the data active = binding response below about 49% or above about 150%; inconclusive = no clear call, values can overlap the other calls; inactive = in between;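 note: fluorescent Galphao held in activated GDP-AlF4 state binding bead-coupled RGS7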
# ABCG2 inh: ABCG2 efflux pump inhibitors, primary screen, multiplex with ABCB1, IgMXP3 cells, flow cytometry. Broad substrate specificity ATP-binding cassette transporter ABCG2 (Homo sapiens), Q9UNQ0. JC-1 efflux. inhibition, % at 6.6 µM. 190,000 tested, 0.1% active. AID 1325, 2008;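 active = inhibition above 80%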;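 note: 0% = DMSO and 100% = nicardipine control wells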
# Target sequence (Q9UNQ0 whole entry, looked up): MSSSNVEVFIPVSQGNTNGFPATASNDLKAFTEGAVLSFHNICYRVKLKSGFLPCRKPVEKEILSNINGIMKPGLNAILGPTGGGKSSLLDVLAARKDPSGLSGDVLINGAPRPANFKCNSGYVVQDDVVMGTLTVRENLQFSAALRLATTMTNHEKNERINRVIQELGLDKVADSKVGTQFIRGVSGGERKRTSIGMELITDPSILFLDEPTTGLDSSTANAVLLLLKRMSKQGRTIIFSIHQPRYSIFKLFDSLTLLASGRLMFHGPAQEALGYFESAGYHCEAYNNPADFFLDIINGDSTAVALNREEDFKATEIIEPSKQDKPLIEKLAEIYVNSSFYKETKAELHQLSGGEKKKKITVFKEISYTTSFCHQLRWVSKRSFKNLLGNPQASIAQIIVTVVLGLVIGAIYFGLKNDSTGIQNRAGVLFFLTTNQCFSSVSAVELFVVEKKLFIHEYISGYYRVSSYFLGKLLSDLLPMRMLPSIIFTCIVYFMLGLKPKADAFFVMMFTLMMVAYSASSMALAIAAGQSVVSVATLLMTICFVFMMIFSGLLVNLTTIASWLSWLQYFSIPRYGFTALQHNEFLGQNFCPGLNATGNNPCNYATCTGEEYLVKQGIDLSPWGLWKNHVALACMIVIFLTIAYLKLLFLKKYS
#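 Measure – % inhibition of efflux relative to nicardipine and DMSO · Test system – ABCG2 IgMXP3 and barcoded ABCB1 CCRF-Adr cell mix · Control set – nicardipine as high control, DMSO as low control · Compound – one concentration, 6.6 µM final · Signal – flow cytometry of retained JC-1 fluorescence · Timing – 10 min exposure at 25 °C with rotation, no wash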
# Bcl-W Bim block: inhibitors of Bim binding to Bcl-W, primary screen, biochemical, multiplexed, bead-based flow cytometry; Bim peptide-Bcl-W binding; Bcl-2-like protein 2 (Homo sapiens), Q92843; 190,000 tested, 0.02% active; inhibition, % at 10 µM;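 note: 0% = bound tracer without compound and 100% = peptide blocker; higher means less fluorescent Bim peptide bound to Bcl-W beads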
# Avidin bead fluor: green autofluorescence of compounds with avidin beads – biophysical, 488/530 nm, flow cytometry, artefact control, profiling panel | 220,000 tested, 0.38% active | compound fluorescence 488/530 nm; hits give high values | AID 1775, 2009 | fluorescence (KMESF) at 10 µM; in the data active = fluorescence above about 47; note: inactives centre near 10
# Bim-Bfl-1: inhibitors of Bim binding to Bfl-1, primary screen, biochemical, multiplexed, bead-based flow cytometry; inhibition, % at 10 µM; Bcl-2-related protein A1 (Homo sapiens), Q16548; 190,000 tested, 0.12% active; AID 1008, 2008; Bim-Bfl-1 binding inhibition;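 note: 0% = wells without compound plus tracer and 100% = blocker peptide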
# Bim-Bcl-XL: inhibitors of Bim-Bcl-XL binding, primary screen, biochemical, multiplexed, bead flow cytometry, human Bcl-XL | Bcl-2-like protein 1 (Homo sapiens), Q07817 | Bim peptide-Bcl-XL binding, fluorescence | inhibition, % at 10 µM | 190,000 tested, 0.04% active | AID 1007, 2008
# Bcl-2 Bim block: inhibitors of Bim-Bcl-2 binding, primary screen, biochemical, multiplexed, human Bcl-2 family | Apoptosis regulator Bcl-2 (Homo sapiens), P10415 | Bead-based flow cytometry, Bim peptide-Bcl-2 binding | inhibition, % at 10 µM | 190,000 tested, 0.06% active; in the data active = inhibition above about 40%; inconclusive = no clear call, values can overlap the other calls;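 note: 0% = no compound wells with probe peptide and 100% = reference peptide inhibitor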
# An asterisk follows results filed as active; ? = inconclusive; · = no result given; [ ] = another dose, or the depositor's remark. Cut-off read from the data, not from the text of the source, unless noted: active = inhibition above about 40%.
SMILES,GSH bead fluor,ABCB1 inh,RGS4-Gao reg,Bim-Bcl-B,RGS7-Gao reg,ABCG2 inh,Bcl-W Bim block,Avidin bead fluor,Bim-Bfl-1,Bim-Bcl-XL,Bcl-2 Bim block
COc1ccc(C(=O)NCCN2CCOCC2)c(OC)c1,13,1.4,101,-2,?,6,-4,9,-7,-3,-5
Cc1cc(=O)oc(C)c1C(=O)NCC(C)NC(=O)c1c(C)cc(=O)oc1C (stereo not given),51,0.1,91,-9,91,0,3,6,-9,0,-3
O=C(CN1CCN(c2ccccn2)CC1)N(c1ccccc1)c1ccc2ccccc2c1,26,1.2,99,-6,91,1,1,12,-12,4,-9
O=C(CSc1nc(-c2ccncc2)nn1CC(=O)N1CCCCC1)NC1CCCC1,16,0.6,100,-5,101,3,0,7,-12,-4,-10
Cc1scc(C(=O)NNC(=S)NC(C)c2ccccc2)c1C (stereo not given),11,-3.8,102,-32,98,-11,3,1,8,0,2
O=C1CN(C(=O)COC(=O)c2ccccc2NCc2ccco2)c2ccccc2N1,35,1.7,91,-12,91,12,-7,5,-10,-18,-10
COc1ccc(OCC(=O)N2c3ccc(C)cc3C3CN(C)CCC32)cc1 (stereo not given),63,1.0,104,0,100,2,-2,11,0,-2,-2
COc1ccccc1Nc1nc(C)cc(=O)[nH]1,21,1.1,103,-6,102,48,-1,27,-10,0,-11
CCCn1c(=O)[nH]c(=O)c2[nH]cnc21,21,-0.1,99,-6,96,0,0,10,-1,-2,-1
CC1Cc2ccccc2N1S(=O)(=O)c1cccc(C(=O)N2CCN(c3ncccn3)CC2)c1 (stereo not given),12,3.8,103,-2,99,7,-2,13,0,-6,-4
O=C(c1cccnc1)N1CCN(c2ccc([N+](=O)[O-])cc2Cl)CC1,13,2.5,101,-2,101,12,-2,13,-1,-4,-5
CC1CCCC(C)N1C(=O)c1ccccc1Nc1ccc(SC(F)F)cc1 (stereo not given),30,0.3,97,-2,97,1,1,7,1,0,-2
Cc1ccc(NC(=S)N/C(=N/S(=O)(=O)c2ccccc2)c2ccccc2)cc1,24,-0.1,106,-11,114,-1,0,12,-11,-12,-10
CNCCOc1ccccc1-c1ccccc1,32,0.2,103,-4,106,1,-4,2,-5,-17,-3
N#C/C(=C/c1ccc(Sc2nc3ccccc3[nH]2)o1)c1cccc(F)c1,33,0.1,100,-10,98,9,-3,13,-17,-7,-11
Cc1ccc(C)c(NC2=NCC(=O)N2c2ccc3c(c2)OCCO3)c1,20,0.7,82,-2,92,-7,-3,6,0,-6,0
N#CCSc1nc2c(cc1C#N)CCCCCC2,13,0.0,103,-2,93,0,0,34,0,-2,0
COCCN(Cc1cc2cc3c(cc2[nH]c1=O)OCO3)C(=O)c1cccs1,22,-0.1,101,0,100,0,0,9,1,-3,-3
Cc1ccc(C(=O)N/C(=C\c2cccs2)c2nc3ccccc3[nH]2)cc1,19,-1.0,104,-11,100,-6,-2,7,-17,-8,-5
OC12CCCCC1C(c1ccc3c(c1)OCO3)N(Cc1ccccc1F)CC2 (stereo not given),10,0.5,113,-4,158*[activator],1,-3,130*,-3,-2,0
O=C(NCc1ccc2c(c1)OCO2)c1cc2c(s1)CS(=O)(=O)C2,11,0.4,97,1,101,4,-1,9,0,-2,0
Cc1cc2cc3c(cc2nc1SCC(=O)O)CCC3,20,-0.1,101,0,100,2,0,8,-1,-3,2
O=C(NNc1c2ccccc2nc2ccccc12)c1ccc(O)cc1,10,0.2,98,-6,94,15,-6,7,-19,-7,-17
CC(C)C(NC(=O)c1ccc(C(C)(C)C)cc1)C(=O)Nc1cccc(S(N)(=O)=O)c1 (stereo not given),13,-0.1,103,0,98,1,-1,9,-2,0,0
O=C(CCCn1cnc([N+](=O)[O-])n1)Nc1ccc(Cl)c(Cl)c1,65,0.5,100,-2,101,7,-2,14,-3,-1,-2
COc1ccccc1N(O)C1CC(=O)N(c2ccc(F)cc2)C1=O (stereo not given),16,-0.2,98,3,94,0,4,10,5,2,6
CN1CCN(S(=O)(=O)c2cc([N+](=O)[O-])ccc2N/N=C/c2ccc(Cl)cc2)CC1,13,0.6,103,-6,101,3,-4,11,-9,-6,-4
NC(=O)CCc1c[nH]c2ccccc12,25,1.0,105,-6,100,4,-1,7,-9,-2,-6
Cc1ccccc1OCCCC(=O)NCc1ccco1,21,0.7,99,1,99,2,-2,36,-1,0,0
CCOc1ccccc1N1CCN(C(=O)C(Sc2ccccc2)c2ccccc2)CC1 (stereo not given),37,2.2,100,-8,99,7,-1,11,-12,-5,-8
Cn1c(/C=N/NC(=O)c2ccccc2Br)nc2ccccc21,10,-0.1,102,-8,102,1,-4,7,-8,-3,-5
COc1ccccc1OCC(=O)NNC(=O)c1cnccn1,45,0.0,109,-2,110,-2,-2,14,-1,-11,0
COc1ccc(S(=O)(=O)N2CCCC(C(=O)NCCC3=CCCCC3)C2)cc1 (stereo not given),8,0.9,102,-3,102,2,0,9,-11,-2,-5
COc1ccc(NC(=O)N2CCC(c3nc(-c4cccs4)no3)CC2)cc1,35,0.8,104,-17,101,33,-2,10,-18,-13,-13
COc1ccc(-c2nc(N)n[nH]2)cc1,13,0.1,103,-6,104,1,5,13,-12,-2,-6
COc1ccc(NC(=O)C(=O)NNC(=O)c2cccs2)cc1,11,0.0,87,-6,88,33,-3,22,-6,-6,-8
Cc1cc(C)c(C(N)=O)c(Nc2cccc(Cl)c2C)n1,29,-0.6,103,-6,101,8,0,12,-2,-2,-8
COc1ccc(C2=NOC(C(=O)Nc3ccc(C(C)=O)cc3)C2)cc1OC (stereo not given),35,-2.1,103,-9,103,-1,-2,6,-14,-3,-7
CN(C)CCCNC(=O)c1ccc(CN(c2ccccc2)S(C)(=O)=O)cc1,27,1.1,105,3,103,9,0,9,-1,-9,-1
COc1ccc(/C=N/Nc2nc(N3CCCC3)nc(N3CCCC3)n2)cc1,7,2.1,88,-2,93,7,-1,9,0,-2,0
CCCS(=O)(=O)n1nc(-c2ccc(Br)cc2)cc1N,15,0.5,101,-7,103,6,-6,20,-7,-7,-6
CCOc1ccc(CCNS(=O)(=O)c2c(C)n[nH]c2C)cc1OCC,8,0.2,97,-1,96,0,1,23,-3,-2,-3
Cc1ccc(/C=N/c2sc3c(c2C#N)CCC3)o1,7,0.2,98,-2,103,3,-1,33,-2,0,0
COc1ccc(-c2n[nH]c(=S)n2C2CCCCC2)cc1,31,0.1,101,-20,108,0,1,14,-3,3,-8
COC(=O)c1cc(OC)c(OC)cc1N=CC1=C(O)CC(C)(C)CC1=O,37,1.2,100,-4,99,9,2,10,-5,-9,-6
COCc1nnc(NC(=O)CCCOc2ccccc2)s1,8,0.2,103,-1,104,20,4,10,-7,-2,-5
CCCCS(=O)(=O)/C=C/[C@H]1[C@H](S(=O)(=O)CCCC)[C@H]2C=C[C@@H]1C2,22,0.4,98,1,98,1,3,21,3,5,5
COc1ccc(S(=O)(=O)NNC(=O)c2cc3c4ccccc4n(C)c3s2)cc1,16,0.3,99,-4,100,2,-5,17,1,-4,1
Cn1ncc(Cl)c1C(=O)N/N=C/c1cccc(OC2CSC2)c1,13,·,100,-11,100,·,-6,2,0,-8,0
CCOC(=O)N1CCN(c2c(NCCN(C)Cc3ccccc3)c(=O)c2=O)CC1,14,0.7,103,-9,99,3,-7,25,-6,-10,-8
CCc1nc(-c2cc3ccc(C)cc3[nH]c2=O)no1,15,0.3,94,0,91,3,0,29,-1,0,-1
Oc1c(C(c2ccc(F)cc2)N2CCc3ccccc3C2)sc2ncnn12 (stereo not given),14,0.7,102,-11,105,4,-7,22,-11,-11,-8
O=C(O)c1ccc(COc2ccc(CO)cc2Cl)cc1,76,0.1,105,-2,104,0,-1,10,-8,-1,-2
Cc1ccc(/C=N/Nc2nc3ccccc3[nH]2)s1,15,0.0,110,-17,106,5,-5,6,-6,-2,-5
N#C/C(=N/Nc1ccc([N+](=O)[O-])cc1)C(=N)N1CCCCC1,9,-0.3,100,1,96,0,3,8,2,3,3
Cc1csc(C2=C(O)CN(c3ccc4c(c3)OCCOCCOCCOCCO4)C2=N)n1,37,0.5,101,5,107,2,1,15,-10,2,-8
Cc1ccc(S(=O)(=O)N2CCN(C(=O)CC3CCCC3)CC2)cc1,13,0.5,101,-10,105,1,-4,9,-19,-5,-10
COc1ccc(-c2csc(/C(C#N)=C\c3cccc([N+](=O)[O-])c3)n2)cc1,13,-0.7,102,-6,99,1,-1,12,-4,-5,-8
COc1ccc(Br)cc1CN(C)CC(=O)Nc1cc(Cl)ccc1Cl,13,1.4,103,-9,104,19,-4,15,-3,-6,-2
Cc1ccc2nc(-c3ccc(NS(C)(=O)=O)cc3)cc(-c3ccccc3)c2c1,13,0.6,93,-9,94,6,-10,9,-12,-4,-8

# (cont.)
SMILES,GSH bead fluor,ABCB1 inh,RGS4-Gao reg,Bim-Bcl-B,RGS7-Gao reg,ABCG2 inh,Bcl-W Bim block,Avidin bead fluor,Bim-Bfl-1,Bim-Bcl-XL,Bcl-2 Bim block
CCn1cnc2cc(NCc3ccc(OC)cc3)ccc21,11,0.3,104,-7,103,1,3,9,0,-2,0
O=C(N/N=C/C(Cl)=C\c1ccccc1)c1cnccn1,36,0.7,101,-10,101,6,-3,7,-6,-16,-8
CC1=NN(C(=S)Nc2ccccc2)C(c2ccccc2)C1 (stereo not given),5,0.2,99,-6,97,1,-2,2,-2,-3,-4
CN(C)c1nnnn1-c1ccc(Cl)cc1,10,0.3,106,0,135,1,0,39,-5,1,0
Cc1ccc(C2=NN(S(=O)(=O)c3ccccc3)C(c3ccccc3O)C2)cc1 (stereo not given),21,1.0,102,-8,102,4,-5,13,-8,-4,-9
NC(=O)[C@@H]1CCCN1Cc1nc(-c2ccccc2)no1,14,0.2,98,-8,99,1,-2,10,-8,-4,-5
CC(C)N(Cc1nccn1C)C(=O)c1cc(COc2ccc3ncccc3c2)on1,13,0.0,108,-4,107,0,-2,1,-2,-4,1

# Marked active in RGS7-Gao reg (from the list above):
compound	GSH bead fluor	RGS4-Gao reg	Bim-Bcl-B	RGS7-Gao reg	ABCG2 inh	Bcl-W Bim block	Avidin bead fluor	Bim-Bfl-1	Bim-Bcl-XL
OC12CCCCC1C(c1ccc3c(c1)OCO3)N(Cc1ccccc1F)CC2 (stereo not given)	10	113	-4	158*[activator]	1	-3	130*	-3	-2
